From PubChem BioAssay
MC4R ag barr: activates human MC4R beta-arrestin recruitment; U2OS MC4R beta-arrestin complementation, luminescence; percent of melanotan II response, DMSO zero; activation, % at 8.9 µM; hit rate 0.98% among 360,000;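 active = activation above a per-plate cutoff, the mean activation of sample wells on that plate plus 3 SD, cut at about 8% in these data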
N-glyco inh: blocks N-linked glycosylation in D54 reporter cells; D54 ERlucT glycosylation luciferase reporter, 24 h; percent of 100 nM tunicamycin response; reporter increase, % at 12.5 µM; hit rate 0.23% among 360,000; AID 588692;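 active = mean luciferase reporter signal, scaled so untreated is 0 and the glycosylation-blocking control 100, at or above a set limit in every replicate; inconclusive = mean reaches the limit but not every replicate does; inactive = mean below the limit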;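 note: luciferase carries N-glycosylation sites so blocking glycosylation raises the light; 0% = median of neutral control wells and 100% = median of 100 nM tunicamycin wells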
ABHD5-PLIN5 inh: blocks binding of human ABHD5 to perilipin-5; Split G. princeps luciferase complementation, luminescence, 4 h; Q00G26+Q8WTS1; inhibition, % at 4 µM; hit rate 0.78% among 360,000;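 active = inhibition above the mean inhibition across every tested compound plus 3 SD, cut at about 22% in these data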;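 note: 0% = DMSO only wells and the 100% control is not disclosed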
HTR2A ag: agonists of mouse serotonin 5-HT2A receptor (HTR2A). activation, % at 7.6 µM. hit rate 0.66% among 360,000. CHO-K1 mHTR2A beta-arrestin complementation, luminescence; percent of 30 µM serotonin response. AID 624169. P35363;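 active = activation above a run cutoff, the mean activation of all tested compounds plus 3 SD, cut at about 14% in these data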;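 note: 0% = plate median of compound wells and 100% = 30 µM serotonin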
MC4R antag cAMP: blocks human MC4R cAMP signaling; P32245; MC4R-expressing cells, MTII-stimulated cAMP, LANCE TR-FRET; inhibition, % at 6.5 µM; hit rate 0.48% among 360,000;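 active = inhibition above its plate's cutoff, the mean of tested wells on that plate plus 3 SD, cut at about 29% in these data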;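 note: 0% = Melanotan II alone and 100% = Melanotan II plus saturating MCL0020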
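Test system: U2OS cells stably expressing human melanocortin 4 receptor (MC4R); also added: Melanotan II challenge; compound: 6.5 µM single dose; timing: 30-min compound preincubation, 1-h Melanotan II challenge, 1-h detection, room temperature; signal: Eu-cAMP/anti-cAMP TR-FRET, emission 671 nm; repeats: one well per compound, no replicates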
ABCB6 inh MLPCN: blocks the human ABCB6 transporter; Q9NP58; K562-ABCB6 porphyrin accumulation, flow cytometry, 1 h; stronger effect = lower value; fluorescence ratio to DMSO, % at 10 µM; hit rate 0.19% among 360,000; AID 602162;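 active = fluorescence ratio to DMSO below 75%, the collection mean minus 3 SD; inconclusive = too few cells collected in the well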;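 note: signal is porphyrin accumulated inside mitochondria; 100% equals median channel fluorescence of DMSO control wells; lower ratio means ABCB6 inhibition with less porphyrin fluorescence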
Target sequence (Q9NP58 whole entry, looked up): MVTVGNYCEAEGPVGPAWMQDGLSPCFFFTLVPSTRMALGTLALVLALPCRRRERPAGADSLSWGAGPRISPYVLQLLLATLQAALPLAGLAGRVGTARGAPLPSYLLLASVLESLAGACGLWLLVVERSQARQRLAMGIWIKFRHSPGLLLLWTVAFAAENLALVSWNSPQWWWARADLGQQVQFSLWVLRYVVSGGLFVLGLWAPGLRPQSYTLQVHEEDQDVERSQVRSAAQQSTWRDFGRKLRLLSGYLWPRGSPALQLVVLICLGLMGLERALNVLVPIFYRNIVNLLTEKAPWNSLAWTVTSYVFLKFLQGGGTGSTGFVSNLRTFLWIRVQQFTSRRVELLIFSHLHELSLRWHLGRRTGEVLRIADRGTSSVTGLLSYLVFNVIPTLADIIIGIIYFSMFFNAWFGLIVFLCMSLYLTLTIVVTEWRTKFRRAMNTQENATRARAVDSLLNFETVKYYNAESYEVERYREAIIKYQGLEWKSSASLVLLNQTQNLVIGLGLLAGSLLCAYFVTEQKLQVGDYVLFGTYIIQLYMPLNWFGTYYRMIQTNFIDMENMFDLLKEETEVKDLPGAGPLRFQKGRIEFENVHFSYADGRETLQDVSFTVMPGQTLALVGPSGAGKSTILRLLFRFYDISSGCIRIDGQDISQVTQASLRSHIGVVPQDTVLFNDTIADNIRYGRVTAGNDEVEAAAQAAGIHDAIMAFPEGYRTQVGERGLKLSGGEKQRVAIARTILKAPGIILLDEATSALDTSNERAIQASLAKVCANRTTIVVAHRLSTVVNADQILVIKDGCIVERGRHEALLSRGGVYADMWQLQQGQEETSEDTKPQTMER
TLR9-MyD88 block: TLR9-MyD88 interaction inhibition | Q9NR96+Q99836 | CHO BLA complementation TLR9-MyD88, CCF4 FRET ratio | inhibition, % at 4.98 µM | hit rate 0.21% among 340,000 | AID 504734;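 active = inhibition above the mean over all tested compounds plus 3 SD, cut at about 21% in these data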;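 note: 0% = DMSO only wells and 100% = clavulanate BLA inhibitor control wells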
NOD2-RIPK2 inh: NOD2-RIPK2 protein interaction inhibition | CHO BLA complementation NOD2-RIPK2, CCF4 ratio | hit rate 0.38% among 360,000 | inhibition, % at 4.98 µM | AID 624267; in the data active = inhibition above about 21%;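 note: 0% = vehicle only and 100% = reference blocker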
H9c2 protect: modulators protecting cardiomyocytes from myocardial damage; H9c2 cardiomyocytes, H2O2 injury protection, ATPLite, 2 h; protection from H2O2 cell death, % at 20 µM; AID 588492; hit rate 0.63% among 360,000;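 active = compounds giving at least 50% protection of heart cells from peroxide-induced death in the single-dose screen, raw or plate-pattern-corrected value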;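 note: 0% = DMSO wells with peroxide and 100% = DMSO wells without peroxide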
SRC2 inh: inhibits human steroid receptor coactivator 2 | HEK293 GAL4-SRC2 luciferase reporter, luminescence | Q15596 | AID 651957 | inhibition, % at 9 µM | hit rate 0.17% among 370,000;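 active = inhibition above the mean inhibition of all tested compounds plus 3 SD, set per campaign, cut at about 52% in these data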;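 note: 0% = DMSO treated cells and 100% = cells given Gossypol at 36 µM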
Starred values were filed as active, the others as inactive; ? = inconclusive; nt = not tested or not shown; & = joins results of further samples. Only part of the results is shown; rates above refer to the full screens.

Second line of a record – MC4R ag barr, N-glyco inh, ABHD5-PLIN5 inh, HTR2A ag, MC4R antag cAMP, ABCB6 inh MLPCN, TLR9-MyD88 block, NOD2-RIPK2 inh, H9c2 protect, SRC2 inh
> CCOC(=O)c1c2ccccc2[n+]([O-])n1[C@@H](C)C(N)=O
 : 0.1, 2, 2, 6, 7, 102, 2, -5, 8, -15
> CC(=O)Nc1ccc(NC(=O)C2CCCN(S(=O)(=O)c3ccc(Cl)cc3)C2)cc1 (configuration not stated)
 : -0.6, 1, -8, 1, 11, 104, -7, -7, 1, -33
> CNc1ccc([N+](=O)[O-])cc1C(=O)O
 : -1.6, 3, 1, 0, 2, 92, 3, 5, 2, 1
> Cc1ccc(S(=O)(=O)N(Cc2ccc(Cl)cc2)c2ccccc2C(=O)NCc2ccco2)cc1
 : -1.9, -7, 0, -1, 13, 97, 11, 9, -6, -15
> Cc1c(Cl)cccc1NC(=S)NCCc1ccc(S(N)(=O)=O)cc1
 : -1.3, -1, -7, -3, 1, 99, -10, -13, -3, 1
> O=C(NCc1ccc(F)cc1)c1ccc(S(=O)(=O)Nc2cccc(C(F)(F)F)c2)cc1
 : 0.8, -4, -3, -3, 17, 99, -3, 10, -12, -7
> Cc1ccc(C)c(N/C=C(\C#N)c2nc3ccccc3o2)c1
 : 0.5, 1, 4, -3, 2, 105, 1, 4, -16, -28
> NNC(=O)c1cc(-c2ccccc2)sc1N
 : 1.9, -1, -8, 0, 13, 96, -1, -3, 11, -46
> CC(=O)C1=C(C)OC(N)=C(C#N)C1c1ccco1 (configuration not stated)
 : -0.2, 0, 13, 3, -3, 98, -6, -13, -2, -29
> CC(=O)Oc1ccc(-c2ccc(C(=O)OCC(=O)N(C)CC(=O)Nc3ccccc3Cl)cc2)cc1
 : 0.8, ?, -1, 0, -2, 93, -7, 5, 10, -1
> CCC(=O)NCCc1nc2ccccc2n1CC(=O)c1ccccc1
 : -0.4, 1, 3, -3, -1, 95, 5, -3, 7, -5
> Cc1cccc(NC(=O)c2ccc(S(=O)(=O)NCc3ccco3)cc2)n1
 : -1.3, -2, -1, 2, 4, 99, 3, -5, -16, -17
> COc1ccc(S(=O)(=O)N2CCc3ccccc32)cc1C(=O)O
 : -1.4, 2, 6, -10, 18, 112, -17, 5, -2, -2
> N#CCc1ccc(OCCCN2CCC(C(O)(c3ccccc3)c3ccccc3)CC2)cc1
 : nt, nt, 11, -1, nt, 97, nt, -7, nt, -17&8
> Cc1cc(C(C)(C)C)cc(C)c1N
 : -2.7, 2, 2, 5, 9, 97, 2, -14, -3, -2
> NC(=O)N/N=C/c1cccc(OCc2ccc(F)cc2)c1
 : 0.6, 1, -1, -2, 3, 101, -2, -8, -10, -27
> CCCCCn1cnc2c(=S)nc(N)[nH]c21
 : -0.9, 0, 1, -1, -4, 93, -1, -8, -2, -21
> COc1cccc(NC(=O)CN(C)CC(=O)Nc2ccc3c(c2)OCO3)c1
 : -0.8, 3, -3, 3, 9, 94, 4, -8, 0, -7
> CC(C)CN1CCCC(N2CCN(c3cccc(Cl)c3)CC2)C1 (configuration not stated)
 : -0.4, 1, 4, 2, 4, 95, -3, 8, 5, -18
> Cc1onc(-c2ccccc2)c1C(=O)N/N=C/c1ccc(Br)cc1
 : -0.6, -4, -10, 6, 1, 103, -10, -21, -4, 15
> O=C(NC1CCCCC1)c1cc(-n2cnnc2)ccc1Cl
 : -1.3, 2, 3, 4, 7, 97, -7, 1, 2, 4
> Cc1cc(N2C(=O)[C@@H]3[C@H](C2=O)[C@@H]2C[C@H]3C(Br)C2Br)no1 (some centres not stated)
 : 3.1, 3, 9, 0, 3, 102, -8, 0, 1, 4
> CCOC(=O)CC(=O)CSc1ccc2nnc(-c3ccc(F)cc3)n2n1
 : -1.5, 1, -9, 7, 9, 105, -10, -4, 5, 8
> COc1ccc2c(ccn2S(=O)(=O)c2ccccc2)c1
 : -1.0, -3, 5, -3, -2, 100, -8, -12, -6, 13
> Cc1ccc(NC(=O)c2cc(NC(=O)c3ccco3)ccc2N2CCCCC2)cc1
 : 18*, -2, -1, -3, 20, 102, 4, -4, 1, -7
> O=c1cc(CO)occ1OCc1c(F)cccc1Cl
 : -0.3, 0, -2, 5, 17, 98, -5, 8, -4, -51
> NC(=O)COC(=O)c1ccccc1OCc1ccccc1Cl
 : -2.6, 0, 6, -5, 7, 99, 2, -11, 0, -25
> CC1Oc2ccccc2N(Cc2cccnc2)C1=O (configuration not stated)
 : -1.0, -1, 4, 5, 2, 94, -3, 0, 10, -14
> COc1ccccc1N1CCN(CCCNC(=O)Nc2ccccc2C)CC1
 : 1.6, -1, -4, -4, 8, 93, -13, -14, 8, 3
> CCOc1ccc(-c2nc(CSCC(=O)NCCN3CCOCC3)c(C)o2)cc1
 : -0.7, 3, 2, -3, 3, 99, 5, -17, 0, 14
> N#CC1=C(N)OC2=C(C(=O)CCC2)[C@]12C(=O)N(CC(N)=O)c1ccccc12
 : -1.1, 2, 5, 2, 6, 92, 5, 3, 8, -7
> COc1ccc(/C=C/c2nc(S(=O)(=O)c3ccccc3)c(N(C)C)o2)cc1
 : -1.6, -2, -6, -1, 3, 96, 6, 7, -1, -18
> COc1ccc(C)cc1NC(=O)c1cc(S(=O)(=O)N2CCC3(CC2)OCCO3)ccc1F
 : -3.8, -2, -8, 3, 22, 97, -1, -6, 0, 9
> Cc1ccc(/C=N/NC(=O)Cn2nnc(N)n2)cc1
 : -0.1, 1, -12, -3, -4, 105, 1, 11, 4, -8
> CC(C)(C)OC(=O)N1CCCC(C(=O)Nc2ccc(C(=O)N3CCOCC3)cc2)C1 (configuration not stated)
 : -2.1, 0, 8, 1, 1, 95, -7, -13, 6, -4
> O=c1[nH]n2c(=O)c3c([nH]c2c1N=Nc1cccc(C(F)(F)F)c1)CCCC3
 : -2.9, 5, 7, -5, 2, 98, -5, -4, 6, 20
> O=C(O)CC(NC(=O)c1ccco1)c1ccco1 (configuration not stated)
 : -2.1, 1, -2, -3, 3, 84, -12, -8, 7, 10
> Cc1nnsc1C(=O)NNc1ccc(C(C)C)cc1
 : -0.5, 1, 0, 5, 5, 105, -6, -2, -4, -2
> CCc1ccc(Nc2nnc(SCC(=O)NC(=O)CN3CCCC3=O)s2)cc1
 : 0.0, 3, -7, 2, 5, 95, 4, 0, -15, -20
> O=C(/C=C/[C@H]1O[C@@H](n2ccc(=O)[nH]c2=O)[C@H](O)[C@@H]1O)NCCN1CCCC1
 : nt, 1, -3, 2, nt, 91, nt, -2, 3, -1

At a glance, some entries already given:
Second line of a record – MC4R ag barr, N-glyco inh, ABHD5-PLIN5 inh, HTR2A ag, MC4R antag cAMP, ABCB6 inh MLPCN, TLR9-MyD88 block, NOD2-RIPK2 inh, H9c2 protect, SRC2 inh
> O=C(NC1CCCCC1)c1cc(-n2cnnc2)ccc1Cl
 : -1.3, 2, 3, 4, 7, 97, -7, 1, 2, 4
> Cc1cc(N2C(=O)[C@@H]3[C@H](C2=O)[C@@H]2C[C@H]3C(Br)C2Br)no1 (some centres not stated)
 : 3.1, 3, 9, 0, 3, 102, -8, 0, 1, 4
> CCOC(=O)CC(=O)CSc1ccc2nnc(-c3ccc(F)cc3)n2n1
 : -1.5, 1, -9, 7, 9, 105, -10, -4, 5, 8

More structures:
Second line of a record – MC4R ag barr, N-glyco inh, ABHD5-PLIN5 inh, HTR2A ag, MC4R antag cAMP, ABCB6 inh MLPCN, TLR9-MyD88 block, NOD2-RIPK2 inh, H9c2 protect, SRC2 inh
> CCCCc1ccc(NC(=S)NCCc2ccc(S(N)(=O)=O)cc2)cc1
 : -4.0, -1, -4, -1, 7, 95, -7, 0, -13, 8
> Cc1cnc(C(=O)N2CCCC(N3CCN(c4ccccc4C)CC3)C2)cn1 (configuration not stated)
 : -2.1, 1, 0, 1, 0, 90, -3, 0, -3, 25
> COc1cccc(C(=O)c2ccccc2NC(C)=O)c1
 : -2.0, -1, -4, -1, 5, 100, 1, -7, 4, 10
> CCCCOc1ccccc1N
 : -1.4, 1, -2, 1, 2, 98, -2, -2, 2, 7
> COc1cccc(NC(=S)Nc2ccc(F)cc2)c1
 : -0.3, 1, -3, -1, 16, 101, -2, 7, 0, -31
> Cc1ccc(-c2cnn3c(N4CCOCC4)cc(C)nc23)cc1
 : -0.8, -20, 0, -1, -4, 95, 10, -10, -11, -24
> CCCS(=O)(=O)N1CCN(C(=O)c2cccc(OC)c2)CC1
 : -1.2, 2, -11, 0, -2, 98, 3, -16, -3, 12
> CC(=O)c1cc(-c2ccccc2)n(CCC(=O)NCc2cccs2)c1C
 : -0.5, 1, 1, 1, 1, 94, 7, -3, -5, -4
> Cc1ccc(-n2c(SCc3cn4ccsc4n3)nc3ccccc3c2=O)cc1
 : -4.5, 0, 4, -7, 1, 114, 1, 1, 8, -4
> NC(=O)NCc1cccc(Cl)c1
 : -0.9, 2, -1, -2, 7, 100, -3, -5, -7, 0
> CC(C)CNC(=O)C1(C)CCCN1C(=O)c1cc2ccccc2s1 (configuration not stated)
 : 2.7, 2, -4, -3, 3, 87, nt, 7, -6, -2
> CC1(C)CC(=O)C2=C(C1)N(Cc1ccc(F)cc1)C(=O)C2(NC(=O)c1cccnc1)C(F)(F)F (configuration not stated)
 : -1.0, 1, -2, 0, 9, 96, -2, 2, -1, 7
> COc1ccccc1N1CCN(C(CNS(=O)(=O)c2ccccc2)c2cccnc2)CC1 (configuration not stated)
 : -0.7, 0, 10, -6, 16, 98, -5, 0, -2, nt
> CC1CCN(S(=O)(=O)N2CCN(C(=O)c3ccc4c(c3)OCO4)CC2)CC1
 : 1.0, 1, 3, 5, 1, 93, 3, -5, 2, 2
> CCCCC1(C)NC(=O)N(CC(=O)Nc2ccc(Cl)cc2C)C1=O (configuration not stated)
 : -0.3, 1, 8, 2, 3, 90, 3, -6, 6, 28
> CC1CCN(C(=O)c2cc3nc(C4CC4)cc(C(F)(F)F)n3n2)CC1
 : 1.1, -2, -6, -1, -3, 87, 3, -1, -18, -26

An excerpt from above with just TLR9-MyD88 block.
compound | TLR9-MyD88 block
CC(=O)c1cc(-c2ccccc2)n(CCC(=O)NCc2cccs2)c1C | 7
CCCCC1(C)NC(=O)N(CC(=O)Nc2ccc(Cl)cc2C)C1=O (configuration not stated) | 3
COc1cccc(C(=O)c2ccccc2NC(C)=O)c1 | 1

Three compounds already listed, arranged by the number in N-glyco inh, highest first.
smiles | N-glyco inh
CC(C)CNC(=O)C1(C)CCCN1C(=O)c1cc2ccccc2s1 (configuration not stated) | 2
CC1CCN(S(=O)(=O)N2CCN(C(=O)c3ccc4c(c3)OCO4)CC2)CC1 | 1
Cc1ccc(-n2c(SCc3cn4ccsc4n3)nc3ccccc3c2=O)cc1 | 0
